PI4K2A block: qHTS for small molecular inhibitors of PI4K2A. activity change, negative = inhibition, % at 76.9 µM. purified PI4K2A, ADP-Glo luminescence, 1 h; stronger effect = lower value. 420,000 tested, 0.13% active. Phosphatidylinositol 4-kinase type 2-alpha (Homo sapiens), Q9BTU6; in the data active = activity change below about -50%; inconclusive = mostly about -30% to -49%;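 also: -100% = wells without enzyme as full effect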
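ADP-Glo luminescence measured ADP generated by PI4K2A enzyme (4 ug/mL before mixing) with 1.2 mM PI substrate (pre-mix) and 300 microM ATP (pre-mix). Tris pH7.5 buffer with MgCl2, Triton X-100; 1 h reaction at ambient temperature.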
TRHR ag: qHTS for Small Molecule Agonists and Allosteric Enhancers of Human TRH Receptor: Primary Screen for Agonists; activation, % at 2 µM; 360,000 tested, 0.18% active; TRHR cells, calcium flux fluo-8, FDSS agonist mode; Thyrotropin-releasing hormone receptor (Homo sapiens), P34981; in the data active = activation above about 30%; also: 0% is about no effect
Target sequence (P34981 whole entry, looked up): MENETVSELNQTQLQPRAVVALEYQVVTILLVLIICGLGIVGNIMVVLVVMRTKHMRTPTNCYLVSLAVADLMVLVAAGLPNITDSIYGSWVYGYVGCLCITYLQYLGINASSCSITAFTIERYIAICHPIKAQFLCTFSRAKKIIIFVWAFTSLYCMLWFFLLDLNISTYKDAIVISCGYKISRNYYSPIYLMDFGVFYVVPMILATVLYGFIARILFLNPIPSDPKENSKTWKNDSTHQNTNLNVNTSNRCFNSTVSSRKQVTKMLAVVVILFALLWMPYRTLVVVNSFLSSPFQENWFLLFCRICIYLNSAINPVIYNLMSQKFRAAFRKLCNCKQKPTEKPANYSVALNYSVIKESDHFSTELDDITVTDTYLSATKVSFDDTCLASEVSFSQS
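TRHR-expressing cells, plated overnight in medium with 10% serum, were loaded with fluo-8 calcium dye at room temperature. After a 10 s baseline, library compound was pin-added and calcium release was recorded kinetically (ex 480/em 530) as agonist response.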
D2 agonist: HTS Assay for Allosteric Agonists of the Human D2 Dopamine Receptor: Primary Screen for Agonists; activation, % at 2 µM; HEK293 T-REx D2 cells, calcium flux agonist mode; AID 485358, 2010; 340,000 tested, 0.53% active;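 active = activation over 3 SD above normal in the single-dose calcium agonist read, cut at about 30% in these data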; also: 0% is about no effect
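Tetracycline-induced HEK293 Trex cells with D2 receptor force-coupled to calcium signaling, plated overnight at 30 C and loaded with no-wash calcium dye. Calcium flux read kinetically for 180 s after compound addition; responses flag agonists.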
USP1-UAF1 inh: Inhibitors of USP1/UAF1: Primary Screen | recombinant USP1/UAF1, Ub-Rhodamine cleavage fluorescence | Potency, µM (titrated, usually from 57.1 µM), without a hit: at the top dose activity change, negative = inhibition, most hits filed as inhibitors | 390,000 tested, 0.23% active; also: potency is read from the fitted curve at half-maximal effect; % is scaled to controls: 0 for no effect and ±100 for the full control effect; nearly all actives have a fitted effect of over 60% in size; inactives centre near -12
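In this screen, compounds sit with the deubiquitinase complex (1nM) for 15 min at room temperature before Ub-Rho is added at 150nM final. Fluorescence rise is then followed for 6 reads every 60 seconds.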
TrxR1 substrate: qHTS Assay for Substrates of Mammalian Selenoprotein Thioredoxin Reductase 1 (TrxR1): qHTS. Thioredoxin reductase 1, cytoplasmic (Rattus norvegicus), O89049. purified TrxR1 substrate turnover, NADPH consumption readout. Potency, µM (doses to about 114 µM), inactives show at the highest dose activity change, negative = substrate turnover. 390,000 tested, 0.01% active. AID 588456, 2011; also: potency is read from the fitted curve at half-maximal effect; % is scaled to controls: 0 for no effect and ±100 for the full control effect; nearly all actives have a fitted effect of over 50% in size
Target sequence (O89049 whole entry, looked up): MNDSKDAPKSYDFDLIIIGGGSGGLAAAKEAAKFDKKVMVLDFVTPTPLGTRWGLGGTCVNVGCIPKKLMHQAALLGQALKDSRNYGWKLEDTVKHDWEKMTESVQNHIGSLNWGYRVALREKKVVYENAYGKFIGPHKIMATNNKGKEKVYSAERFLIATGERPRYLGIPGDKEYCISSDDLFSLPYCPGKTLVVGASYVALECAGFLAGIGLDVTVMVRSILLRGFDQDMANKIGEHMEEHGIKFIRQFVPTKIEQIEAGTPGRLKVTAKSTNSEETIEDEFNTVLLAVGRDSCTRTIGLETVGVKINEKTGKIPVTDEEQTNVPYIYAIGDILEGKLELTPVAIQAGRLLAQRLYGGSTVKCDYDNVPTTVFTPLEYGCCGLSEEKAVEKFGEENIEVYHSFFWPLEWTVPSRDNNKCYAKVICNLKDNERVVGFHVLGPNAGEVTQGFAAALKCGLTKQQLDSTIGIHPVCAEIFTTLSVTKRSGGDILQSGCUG
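Rat TrxR1, dispensed at 90 nM, was prereduced with 400 uM NADPH (final) for 5 min at ~22 deg C, then incubated with compound 15 min before 400 uM selenite. A first-read NADPH fluorescence drop versus no-compound background flagged substrates.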
TrxR1 inh: qHTS Assay for Inhibitors of Mammalian Selenoprotein Thioredoxin Reductase 1 (TrxR1): qHTS; 390,000 tested, 1% active; recombinant rTrxR1, NADPH fluorescence consumption, selenite substrate; Potency, µM (top dose mostly 114 µM), without a hit: at the highest dose activity change, negative = inhibition, usual class: inhibitors; Thioredoxin reductase 1, cytoplasmic (Rattus norvegicus), O89049; also: potency is read from the fitted curve at half-maximal effect; % is scaled to controls: 0 for no effect and ±100 for the full control effect; nearly all actives have a fitted effect of over 65% in size
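Rat TrxR1 (90 nM in the dispensed reagent) was pre-reduced with 400 uM NADPH for 5 min at room temperature, then incubated with compound for 15 min. After 400 uM selenite was added, NADPH fluorescence (Ex 340/Em 450 nm) was followed for 8 min.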
TRHR enhancer: qHTS for Small Molecule Agonists and Allosteric Enhancers of Human TRH Receptor: Primary Screen for Enhancers; Thyrotropin-releasing hormone receptor (Homo sapiens), P34981; TRHR cells, fluo-8 calcium fluorescence, EC20 TRH enhancement; enhancement, % at 2 µM; 360,000 tested, 0.66% active; in the data active = enhancement above about 30%; also: 0% is about no effect
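Enhancer read-out: after compound pinning and an initial kinetic agonist-mode read, an EC20 of TRH (10 nM final) was injected and fluo-8 calcium signal (Ex 480/Em 530) followed at 1 s/cycle for 100 cycles in TRHR-expressing cells.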
D2 antagonist: HTS Assay for Allosteric Antagonists of the Human D2 Dopamine Receptor: Primary Screen for Antagonists | 340,000 tested, 2% active | inhibition, % at 10 µM | HEK293 TREx D2 cells, calcium flux, dopamine EC80 | AID 485344, 2010; in the data active = inhibition above about 30%; also: 0% is about no effect
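Cells plated overnight at 30 C with tetracycline; no-wash calcium dye, 30–90 min RT; 10 s baseline; compound pinned; 180 s read; EC80 dopamine added; another 180 s read.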
IDH1 R132H inh: qHTS for Inhibitors of mutant isocitrate dehydrogenase 1 (IDH1): qHTS; Isocitrate dehydrogenase [NADP] cytoplasmic (Homo sapiens), O75874; IDH1-R132H enzyme, NADPH consumption, diaphorase/resazurin fluorescence; Potency, µM (doses to about 76.6 µM), inactives show top-dose activity change, negative = inhibition, actives largely listed as inhibitors; 390,000 tested, 0.093% active; also: potency is read from the fitted curve at half-maximal effect; % is scaled to controls: 0 for no effect and ±100 for the full control effect; nearly all actives have a fitted effect of over 65% in size
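IDH1-R132H (0.5 ug/mL) preincubated 30 min with compound, then NADPH (0.016 mM) and alpha-KG (2 mM) added; 80 min at RT, pH 7.5. Remaining NADPH coupled via diaphorase/resazurin to fluorescence (540/590 nm); concentration-response curves normalized to no-enzyme control.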
* marks the source's active call; other numbers are inactive results; ? = inconclusive; / = not tested or not shown; [ ] = remark or other dose. Unless noted, calls follow the shape of the dose curve; as a rule, active = well fitted inhibition curve with a large enough effect; inconclusive = small, poorly fitted or top-dose-only effect; inactive = no such curve, though single readings can be large or run the other way.

SMILES	PI4K2A block	TRHR ag	D2 agonist	USP1-UAF1 inh	TrxR1 substrate	TrxR1 inh	TRHR enhancer	D2 antagonist	IDH1 R132H inh
Cn1c(=O)c2c(nc(CN3CCC(C(N)=O)CC3)n2CCc2ccccc2)n(C)c1=O	-6	0.0	-0.5	-22%	-4%	8%	4	6	-5%
CCN(c1ccccc1)S(=O)(=O)c1ccc(Cl)c(NC(=O)COC(=O)c2ccc(O)cc2)c1	3	0.3	-1.9	-17%	-8%	-9%	0	29	9%
COc1cccc(NC(=O)CSc2nccn2Cc2ccc3c(c2)OCO3)c1	3	-0.4	/	-23%	-1%[57.1 µM]	12%[57.1 µM]	-6	/	/
CC(=O)C(C(C)=O)C(c1ccccc1)c1nc2ccccc2[nH]c1=O (stereo unspecified)	3	-0.8	0.5	-28%	5%	25%	3	0	2%
COc1ccc(NC(=O)CCn2nc(-c3ccc(Cl)cc3)c3ccccc3c2=O)cc1	1	0.1	0.4	?	10%	36%	-3	/	6%
N#Cc1cnn2c(-c3ccccc3)ccnc12	-9	-0.8	0.2	-14%	17%[57.1 µM]	10%[57.1 µM]	2	6	0%
Cc1cc(C(=O)CSc2ncnc3ccccc23)c(C)n1C1CC1	0	0.5	0.4	0%	-20%	-23%	-5	15	7%
CCN1CCN(C(=O)N(CC(=O)Nc2ccc(C(N)=O)cc2)S(=O)(=O)c2ccc(C)cc2)CC1	-1	0.8	0.5	-5%	1%	8%	0	7	1%
Cc1ccc2nc(C)cc(N3CCOCC3)c2c1	-4	0.8	0.3	-15%	7%[57.1 µM]	11%[57.1 µM]	-1	-4	1%
CCN(Cc1cc2cc(OC)ccc2[nH]c1=O)C(=O)c1ccncc1	1	-0.1	0.1	-5%	22%	-1%	4	-2	6%
COc1ccc(Br)c(C(=O)NC(C)(C)CO)c1	-4	0.1	0.7	-11%	-2%	10%	5	0	4%
CC(C)c1ccc(-c2nn(-c3ccccc3)cc2C2C(C#N)=C(N)OC3=C2C(=O)CC(C)(C)C3)cc1 (stereo unspecified)	-5	0.2	-0.3	-31%	5%[57.1 µM]	19%[57.1 µM]	1	-9	0%
CC(C)(C)NC(=O)CN(C(=O)c1ccc(Cl)nc1)c1cccc2ccccc12	-4	0.1	0.2	-12%	1%	7%	-5	-5	7%
Cc1ccc(C(=O)NCCC(=O)Nc2ccccc2C)cc1	0	-0.1	0.4	1%	-6%[57.1 µM]	0%[57.1 µM]	-6	17	0%
O=C(O)CCC(=O)NNC(=O)COc1cccc(Cl)c1	2	-3.4	-0.3	-4%	0%	15%	-5	4	11%
COC(=O)CCC(=O)NNC(=O)c1cccc(Cl)c1	2	0.0	0.4	-14%	2%	8%	1	16	0%
Fc1cccc(Cl)c1CNCc1cccnc1	8	0.2	-1.2	-18%	3%	23%	0	-4	6%
COc1ccc2cc(C3OCCO3)c(Cl)nc2c1	-6	-0.2	0.6	-17%	9%[57.1 µM]	16%[57.1 µM]	-8	20	2%
CCn1cc(C(=O)NCc2ccc(OC)cc2)c(=O)c2ccc(C)nc21	3	-0.2	-0.1	-1%	-11%	10%[57.1 µM]	-4	10	12%
CC(C)(C)c1ccccc1NC(=O)CN1C(=O)NC(Cc2ccccc2)C1=O (stereo unspecified)	-3	0.1	/	-16%	-1%	7%	11	/	9%
CC(C)(O)P(=O)(O)CCc1ccccc1	-3	-0.2	0.5	-8%	-23%[57.1 µM]	12%[57.1 µM]	-4	-5	2%
CC(C)CCNC(=O)[C@H](CC(C)C)NC(=O)[C@H]1O[C@@H]1C(=O)O	/	-0.6	-1.5	/	/	/	-4	-19	/
CCOC(=O)c1sc(NC(=O)CSC(=S)N2CCOCC2)nc1C	0	-0.2	/	-15%	-7%[57.1 µM]	9%[57.1 µM]	6	/	5%
CC1(C)SC2C(C(=O)O)N=C(Cc3ccccc3)N2C1C(=O)O (stereo unspecified)	-6	/	/	-10%	2%	9%	/	/	-1%
Cc1ccc(-c2nc(SCc3ccc(Br)cc3)n3[nH]c(=O)cc3n2)cc1	-6	-0.5	-0.1	-4%	18%[57.1 µM]	17%[57.1 µM]	0	/	10%
(cont.)
SMILES	PI4K2A block	TRHR ag	D2 agonist	USP1-UAF1 inh	TrxR1 substrate	TrxR1 inh	TRHR enhancer	D2 antagonist	IDH1 R132H inh
COc1cc(C(C[N+](=O)[O-])c2c(C)cc3ccccn23)ccc1O (stereo unspecified)	-4	-2.3	-1.4	-18%	4%[57.1 µM]	-52%	4	1	-14%
C=CCN1C(=O)C(Cc2ccccc2)S/C1=N/N=C/c1cccs1 (stereo unspecified)	5	0.6	1.2	-25%	-2%	8%	8	-8	12%
CCCn1c(-c2cc(OC)c(OC)c(OC)c2)nc2c1c(=O)[nH]c(=O)n2Cc1ccccc1	-2	-2.5	-2.1	-2%	45%[activator][57.1 µM]	18%[57.1 µM]	1	-9	-6%
O=C(Nc1cccc([N+](=O)[O-])c1)C1CCN(C(=O)Cc2ccccc2)CC1	3	0.6	1.0	-6%	-9%	-5%	-6	-4	6%
CCCCN1C(=S)NC[C@@H]1C(C)CC (stereo partly specified)	-3	-0.4	0.7	-31%	-1%	6%	4	9	-7%
COC(=O)c1ccc(COC(=O)c2nn(C)c(=O)c3ccccc23)cc1	4	0.0	0.5	-19%	5%	-10%	3	-10	-5%
C=CCn1c(-c2c[nH]c3ccccc23)n[nH]c1=S	-2	-2.3	0.1	-20%	-1%	-22%	12	3	1%
CC(C)C[C@@]12C(=O)N(c3ccc(Br)cc3)C(=O)N1[C@H](c1ccc(Br)cc1)[C@@H]1C(=O)N(C(C)(C)C)C(=O)[C@@H]12	3	0.8	0.4	3%	-2%	17%	3	-18	-6%
CCNC(=S)Nc1cccc(S(=O)(=O)Nc2ccccc2OC)c1	-1	0.6	-0.9	-13%	-7%	-33%	-1	-3	2%
Cc1cc(S(=O)(=O)C(CNC(=O)c2ccc(OC(C)C)cc2)c2cccs2)ccc1F (stereo unspecified)	2	0.3	1.7	-9%	-8%[57.1 µM]	3%[57.1 µM]	-6	/	-4%
Cc1ccc(S(=O)(=O)NCC[C@@]2(C)C3CCC2(C)C(=O)C3)cc1 (stereo partly specified)	4	-1.3	-1.6	-23%	1%	20%	-8	10	7%
O=C(NCc1ccco1)C1CCCN1C(=O)Nc1ccccc1[N+](=O)[O-] (stereo unspecified)	1	0.1	-3.0	0%	1%	4%	-3	5	-6%
COc1ccc2c(c1)c(CC(=O)OCC(=O)N(C)C)c(C)n2C(=O)c1ccc(Cl)cc1	2	0.7	0.2	-24%	-1%	13%	-1	-17	0%
COc1ccc(CCNC(=O)COC(=O)/C=C/c2ccc(OC)c(OC)c2)cc1	-3	-0.2	-0.2	-14%	4%	5%	3	-20	-6%
O=C(NCC1CCCO1)c1ccc(N2CCCCC2)nc1 (stereo unspecified)	-5	0.8	-0.1	-9%	-5%	-14%	-1	-2	1%
COc1cccc(-n2nnc3c(=O)n(CC(=O)NC4CCCC4)cnc32)c1	7	0.0	0.6	-18%	1%[57.1 µM]	-11%[57.1 µM]	5	-14	-2%
Cc1cccc(C(=O)Nc2ccc(C(=O)N/N=C/c3ccc(C)o3)cc2)c1	1	-0.2	-0.8	-23%	-8%	0%	11	1	0%
CCC[n+]1c(C)sc2c(OC)ccc(OC)c21	-4	0.2	0.1	-16%	-4%[57.1 µM]	-37%	-7	2	3%
COc1ccc(-n2c(C)nc3c(cnn3-c3ccc(C)c(C)c3)c2=O)cc1	-4	-0.6	1.1	-11%	-2%	12%	3	0	-4%
Cc1c(Cl)c(C(F)(F)F)nn1CC(=O)NCc1ccco1	7	0.0	2.1	-13%	-11%	-15%	5	40*	-9%
O=C(NNS(=O)(=O)c1ccccc1F)c1ccccc1-n1cccc1	-5	0.6	-0.3	-17%	4%	14%	0	-15	3%
COc1ccccc1NC(=O)c1sc2nc(C)c(C(=O)Nc3ccc(C)cc3C)c(-c3ccc(C)o3)c2c1N	-2	5.5	1.7	32µM*	-6%	1%	6	/	-12%
Cc1ccccc1C(=O)Nc1nc(=S)ss1	1	0.6	1.1	-10%	6%[57.1 µM]	-6%[57.1 µM]	5	-24	6%
COc1ccc(CCNc2ncnc3onc(-c4ccc(Cl)cc4)c23)c(OC)c1	-2	-0.4	0.1	-26%	1%	15%	-5	/	-1%
CCCCN(C(=O)CN(C)CC(=O)Nc1cccc(OC)c1)c1c(N)n(CCCC)c(=O)[nH]c1=O	-4	/	/	-11%	-3%	6%	/	/	-3%

Of the compounds above, these contain an aryl thioether with sulfur outside any ring:
SMILES	PI4K2A block	TRHR ag	D2 agonist	USP1-UAF1 inh	TrxR1 substrate	TrxR1 inh	TRHR enhancer	D2 antagonist	IDH1 R132H inh
COc1cccc(NC(=O)CSc2nccn2Cc2ccc3c(c2)OCO3)c1	3	-0.4	/	-23%	-1%[57.1 µM]	12%[57.1 µM]	-6	/	/
Cc1cc(C(=O)CSc2ncnc3ccccc23)c(C)n1C1CC1	0	0.5	0.4	0%	-20%	-23%	-5	15	7%
Cc1ccc(-c2nc(SCc3ccc(Br)cc3)n3[nH]c(=O)cc3n2)cc1	-6	-0.5	-0.1	-4%	18%[57.1 µM]	17%[57.1 µM]	0	/	10%

Screens (PubChem BioAssay)
